# FBW7 act: human FBW7 E3 ligase activation, primary screen | AlphaScreen FBW7–phospho-cyclin E peptide binding, activator screen | Q969H0 | AID 1259310 | hit rate 0.13% among 650,000 | normalized activity (activation), % at 26.1 µM; in the data active = normalized activity above about 1.9%;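 also: purified mutant Fbw7 with reduced substrate affinity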
# TEAD-YAP block: TEAD-YAP interaction inhibition. HEK-TIYL cells, TEAD-Gal4/YAP UAS-luciferase luminescence. inhibition, % at 9.12 µM. hit rate 1.4% among 640,000; in the data active = inhibition above about 32%;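 also: 0% = median of test compound wells and 100% = reference inhibitor wells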
# GPR151 ag: activates the human receptor GPR151; Q8TDV0; PathHunter beta-arrestin GPR151 cells, luminescence; activation, % at 11.2 µM; hit rate 1% among 650,000; in the data active = activation above about 4.9%;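 also: 0% = median of compound wells and 100% = cells with positive control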
# Target sequence (Q8TDV0 whole entry, looked up): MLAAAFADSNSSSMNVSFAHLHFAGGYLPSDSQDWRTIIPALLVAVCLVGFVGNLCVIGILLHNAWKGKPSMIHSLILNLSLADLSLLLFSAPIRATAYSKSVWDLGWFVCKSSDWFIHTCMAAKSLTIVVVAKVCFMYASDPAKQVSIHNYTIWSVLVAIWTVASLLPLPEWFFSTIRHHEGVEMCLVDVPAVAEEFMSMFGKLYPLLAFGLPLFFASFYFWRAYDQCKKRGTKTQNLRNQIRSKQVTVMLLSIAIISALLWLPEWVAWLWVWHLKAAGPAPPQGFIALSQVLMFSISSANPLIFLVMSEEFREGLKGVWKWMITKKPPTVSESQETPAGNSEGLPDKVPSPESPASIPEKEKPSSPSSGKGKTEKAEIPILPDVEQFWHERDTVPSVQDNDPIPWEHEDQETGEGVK
# MITF inh: human MITF inhibition, primary screen; AlphaScreen MITF homodimerization, bead proximity signal; inhibition, % at 2.6 µM; hit rate 0.91% among 650,000; AID 1259374; in the data active = inhibition above about 50%;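 also: 0% = vehicle wells with protein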
# Target sequence (O75030 whole entry, looked up): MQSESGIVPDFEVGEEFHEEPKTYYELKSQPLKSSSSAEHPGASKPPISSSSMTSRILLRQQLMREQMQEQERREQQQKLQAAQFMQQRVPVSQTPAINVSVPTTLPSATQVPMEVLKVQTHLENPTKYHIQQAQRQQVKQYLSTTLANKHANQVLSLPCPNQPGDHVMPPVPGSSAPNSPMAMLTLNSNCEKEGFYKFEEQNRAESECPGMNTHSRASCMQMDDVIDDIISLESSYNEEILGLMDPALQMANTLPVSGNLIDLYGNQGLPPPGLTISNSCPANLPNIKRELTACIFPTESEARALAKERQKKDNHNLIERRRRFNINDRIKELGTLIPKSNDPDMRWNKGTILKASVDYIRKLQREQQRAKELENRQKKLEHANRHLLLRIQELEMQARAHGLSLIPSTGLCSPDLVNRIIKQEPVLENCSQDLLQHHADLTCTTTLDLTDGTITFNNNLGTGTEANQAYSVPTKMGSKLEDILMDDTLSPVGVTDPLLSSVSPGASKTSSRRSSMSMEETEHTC
# Numbers without * were called inactive; . = no result given.
Molecule | FBW7 act | TEAD-YAP block | GPR151 ag | MITF inh
COc1ccc(NC(C)=O)cc1NC(=O)CN1CCN(c2ccccc2F)CC1 | 0.1 | -1 | 0.1 | 5
CN1CCN(c2nc3c(c(=O)[nH]c(=O)n3C)n2CC(=O)c2ccc([N+](=O)[O-])cc2)CC1 | 0.0 | -3 | -0.7 | 26
C=CCNc1oc(-c2ccc(F)cc2)nc1C#N | -0.2 | -40 | 1.8 | 6
CCCCN(C(=O)CNC(=O)c1cccs1)C(C(=O)NC1CCCC1)c1cccnc1 (stereo not given) | 0.1 | 10 | 1.9 | 16
CCOc1cc(NC(=O)C(F)(OC)C(F)(F)F)c(OCC)cc1NC(=O)c1ccccc1 (stereo not given) | 0.1 | 9 | -0.1 | -6
O=C(CSc1nnc2c(n1)[nH]c1ccccc12)C1CC1 | 0.0 | -37 | -1.3 | -5
Cc1ccccc1NC(=O)COc1ccc(S(=O)(=O)Nc2ccc(F)cc2)cc1 | 0.0 | 7 | 1.4 | -1
Cc1nn2c(NCCN(C)C)c3c(nc2c1-c1cccs1)CCC3 | -0.2 | 6 | 0.1 | -3
O=C(CCCCCn1c(=O)[nH]c2ccsc2c1=O)NC1CCCCCC1 | 0.1 | -3 | 0.3 | 4
O=C(Nc1ccccc1C(=O)N1CCCCC1)c1ccccc1Cl | 0.1 | 6 | 1.3 | 6
COc1ccc(Cl)cc1NC(=O)CSc1nccn1-c1ccccc1C | -0.1 | -2 | 5.2* | -1
O=c1c2c3c(sc2nc2n1CCCC2)CCCCC3 | 1.1 | -33 | -0.1 | 11
COc1ccc(C)cc1S(=O)(=O)NCCc1c(C)[nH]c2ccccc12 | -0.1 | -22 | -0.6 | 4
O=C1C2=C(c3cc(O)ccc3O)CCCN2C(=O)CN1CCc1ccccc1 | -0.1 | 16 | 2.4 | 3
O=C1NC(=S)N/C1=C/c1cc(Br)ccc1OCc1cccc2ccccc12 | 0.3 | -3 | -0.3 | 0

# The results go on.
Molecule | FBW7 act | TEAD-YAP block | GPR151 ag | MITF inh
CCc1ccc(-n2c(O)cnc2Nc2nc(C)cc(C)n2)cc1 | -0.2 | 5 | -1.0 | -7
CCC(NS(=O)(=O)c1ccc2c(c1)SC(C)CN2C(C)=O)c1cccs1 (stereo not given) | 0.1 | -2 | -0.8 | -2
CCOc1ccccc1NC(=O)CCCNC(=O)Cn1cnc2sc(C)c(C)c2c1=O | 0.1 | 14 | 2.1 | 7
COc1cc(OC)c(C(=O)OCC(=O)c2[nH]c(C)c(C(C)=O)c2C)cc1OC | 0.7 | -1 | 1.2 | 12
Nc1nc(SCCOc2ccccc2)ns1 | -0.3 | -27 | 1.0 | 3
CN=c1scc(-c2ccc(OC)cc2)n1/N=C/c1ccc(C#N)cc1 | 0.1 | -9 | -2.6 | 18
CCc1ccc(C(=O)COC(=O)[C@@H]2CCCN2/C=C/C(=O)C(F)(F)F)cc1 | 0.7 | -5 | 0.3 | 16
COc1ccc2[nH]cc(-c3csc(N)n3)c2c1 | 0.6 | -14 | 0.2 | 8
COC(=O)Cc1ccc(O)c([N+](=O)[O-])c1 | -0.1 | 0 | 0.8 | 0
CCCCCCCCCC(=O)OC(CC(=O)O)C[N+](C)(C)C (stereo not given) | 0.5 | . | 1.5 | 0
COc1ccc(S(=O)(=O)N(C2CC2)C2CCN(C)CC2)cc1 | 0.1 | -7 | 0.2 | 13
Cc1ccc(-c2csc(=Nc3ccc(F)cc3)n2CCCCCCO)cc1 | -0.1 | 0 | -0.6 | 12
CC1=C(C(=O)OCCOc2ccccc2)C(c2ccc(F)cc2)C2=C(CCCC2=O)N1 (stereo not given) | 0.0 | -2 | -0.4 | -7
Cc1cnc(CNc2cc(-c3ccccn3)nc(-c3cccnc3)n2)nc1 | -0.5 | -1 | -0.3 | 11
COc1ccc2oc(-c3ccc(NC(=O)c4ccco4)cc3)nc2c1 | -0.1 | -47 | -0.6 | 8

# Part of the list above in order of molar mass, low to high:
Molecule | FBW7 act | TEAD-YAP block | GPR151 ag | MITF inh
COC(=O)Cc1ccc(O)c([N+](=O)[O-])c1 | -0.1 | 0 | 0.8 | 0
COc1ccc(C)cc1S(=O)(=O)NCCc1c(C)[nH]c2ccccc12 | -0.1 | -22 | -0.6 | 4
CCC(NS(=O)(=O)c1ccc2c(c1)SC(C)CN2C(C)=O)c1cccs1 (stereo not given) | 0.1 | -2 | -0.8 | -2
O=C1NC(=S)N/C1=C/c1cc(Br)ccc1OCc1cccc2ccccc12 | 0.3 | -3 | -0.3 | 0
CCCCN(C(=O)CNC(=O)c1cccs1)C(C(=O)NC1CCCC1)c1cccnc1 (stereo not given) | 0.1 | 10 | 1.9 | 16
CCOc1cc(NC(=O)C(F)(OC)C(F)(F)F)c(OCC)cc1NC(=O)c1ccccc1 (stereo not given) | 0.1 | 9 | -0.1 | -6

# More entries
Molecule | FBW7 act | TEAD-YAP block | GPR151 ag | MITF inh
N#Cc1c(N)n(-c2cccc(Cl)c2)c2nc3ccccc3nc12 | 0.0 | 8 | 0.8 | -19
C/C(=N/NC(=O)c1ccccc1)c1ccc(F)cc1 | 1.4 | -49 | -1.2 | 18
Cn1cnnc1SCCNCc1ccc(OCC(O)CN2CCCCC2)cc1 (stereo not given) | 0.0 | 4 | 1.5 | 8
COc1cc(/C=C(\C#N)c2nn(-c3ccccc3)c(N)c2C#N)ccc1OCCO | -0.1 | -32 | 1.5 | 2
Cc1cc(C)n(-c2ccc(N)cc2C(=O)O)n1 | 0.2 | 1 | 0.9 | 2
O=C(O)CCC(=O)N1CCC(N2C(=O)Cc3ccccc32)CC1 | 0.0 | 0 | -0.2 | 1
C/C(=N\Nc1ncc(Cl)cc1Cl)c1ccco1 | -0.4 | 6 | -0.7 | -10
O=C1C2C(C(=O)N1/N=C/c1ccc(Br)cc1)C1C=CC2C12CC2 (stereo not given) | 0.0 | -16 | 0.0 | -12
CC(=O)Oc1ccc2nc(/C=C/c3ccccc3)oc(=O)c2c1 | 0.0 | 8 | -3.9 | 3
C=CCCCCC(=O)Nc1ccc(I)cc1 | 0.3 | -22 | -1.2 | 16
O=C1NC(c2ccc([N+](=O)[O-])cc2)C(C(=O)c2ccccc2)C(O)(C(F)(F)F)N1 (stereo not given) | 0.6 | -2 | -0.7 | 25
Cc1ccc(S(=O)(=O)n2nc(OC(=O)c3cc([N+](=O)[O-])ccc3Cl)cc2N)cc1 | 0.2 | -13 | -0.3 | 23
Cc1ccc(-n2nc(C(=O)O)c3ccccc3c2=O)cc1C | 0.0 | -3 | -1.0 | 6
CC(C)c1ccc(C(O)Cc2nc3ccccc3n2C)cc1 (stereo not given) | -0.6 | -9 | 0.8 | -1
COc1ccc(CCNc2ccnc(Nc3ccncc3)n2)cc1 | 0.2 | 4 | -3.1 | 17

# The list continues.
Molecule	FBW7 act	TEAD-YAP block	GPR151 ag	MITF inh
CCOC(=O)c1ccccc1NC(=O)C12CC3CC(CC(C3)C1)C2	0.1	-6	-1.8	-36
COc1cccc(Nc2ncccc2[N+](=O)[O-])c1	-0.2	-21	0.5	22
CCOC(=O)C1=CN(C)C=C(C(=O)OCC)C1c1cc(Br)c(OCC)c(OC)c1	0.0	0	1.2	-3
CC(=O)Nc1nc2nc(C(F)(F)F)cc(=O)n2[nH]1	0.0	-4	1.6	7
CC1=C(C(=O)OC(C)C)C(c2ccc(Cl)cc2)n2c(s/c(=C\c3ccc4c(c3)OCO4)c2=O)=N1 (stereo not given)	0.0	1	-0.5	-13
CC(C)(C)N(Cc1ccccc1)C(=O)COC(=O)/C=C/c1ccc2c(c1)OCO2	-0.1	-4	-1.0	6
O=c1nc(-c2cccc(Cl)c2)oc2cccc(O)c12	0.1	-5	-0.1	9
COc1ccc(Nc2ccn3ncc(-c4ccc(OC)c(OC)c4)c3n2)cn1	0.4	-2	1.9	15
C/C(=N\NC(=O)c1ccccc1)c1ccc(C)c([N+](=O)[O-])c1	0.0	-54	-3.3	-2
COc1ccc(Cl)cc1NC(=O)CCCS(=O)(=O)c1nc(-c2ccccc2OC)cc(C(F)(F)F)n1	0.0	-2	-1.0	5
CCC(C)NC(=O)C1CC(c2ccc(OC)cc2)=NO1 (stereo not given)	-0.1	-14	0.8	9
Cc1sc(NC(=O)CSc2nnc(CN3CCOCC3)n2C)nc1-c1ccccc1	-0.2	-3	-0.9	0
O=C(Nc1ccccc1C(F)(F)F)N1C2CCC1CC(O)(c1cccnc1)C2 (stereo not given)	-0.1	-2	-0.7	8
CCCC(=O)Nc1ccccc1NC(=O)c1ccc(C)cc1	0.0	4	0.8	-12
CCOc1ccc(C(C)C)cc1S(=O)(=O)n1nc(C)cc1C	0.0	-3	4.5	-4
CCOC(=O)C1=CN(Cc2ccc(OC)cc2)C=C(C(=O)OCC)C1c1ccc(C(C)C)cc1	1.6	4	-1.4	-4
CC(=O)c1cccc(NC(=O)CN(C)S(=O)(=O)c2ccccc2)c1	-0.1	-11	0.0	6
Cc1nnc(NC(=O)CSc2nc(N)c(NC(=O)c3cccs3)c(=O)[nH]2)s1	-0.4	-5	-1.0	2
CC1CC2c3cccc(C(=O)O)c3C(=O)N2c2ccc(Cl)cc21 (stereo not given)	0.1	-18	0.4	10
CCc1ccc(NC(=O)N2c3ccccc3Sc3ccccc32)cc1	-0.1	-2	0.7	0
COc1ccc(C(=O)COc2ccc(Br)cc2)cc1	0.1	-9	2.1	20
Cc1ccc(C2CC(c3cccs3)=NN2C(=O)CSc2nnc(CNC(=O)c3ccc([N+](=O)[O-])cc3)n2Cc2ccccc2)cc1 (stereo not given)	0.1	6	2.4	-11
N#Cc1c(-c2ccccc2)cc(-c2ccccc2)nc1SCC(=O)Nc1ccc(Cl)cc1	-0.1	-4	0.3	2
CC1CCCC(NC(=O)c2ccc3c(=O)n(-c4cccc(C(F)(F)F)c4)c(=S)[nH]c3c2)C1C (stereo not given)	0.7	6	-0.2	18
COc1cc(S(=O)(=O)NCCCN2CCOCC2)ccc1NC(C)=O	0.0	1	-0.2	-3
CN(Cc1ccccc1)CC(O)COc1ccc(CNCCOc2cccnc2)cc1 (stereo not given)	-0.1	-36	1.9	3
Cc1ccc(NC(=O)CSc2ccc(-c3ccncc3)nn2)c(C)c1	0.0	-1	-0.4	17
CC1(C)CN(c2ccsc2C(=O)O)C1=O	0.2	-11	3.6	-10
c1ccc(-n2cnc3c(NCCN4CCOCC4)nc(-c4cccs4)nc32)cc1	0.3	17	-0.9	22
COc1ccc(Oc2nc3ccccn3c(=O)c2/C=C(\C#N)C(=O)NCc2ccco2)cc1	0.0	-1	-0.5	6

# Brought forward from above: 3 compounds, then new ones.
Molecule	FBW7 act	TEAD-YAP block	GPR151 ag	MITF inh
CC1(C)CN(c2ccsc2C(=O)O)C1=O	0.2	-11	3.6	-10
c1ccc(-n2cnc3c(NCCN4CCOCC4)nc(-c4cccs4)nc32)cc1	0.3	17	-0.9	22
COc1ccc(Oc2nc3ccccn3c(=O)c2/C=C(\C#N)C(=O)NCc2ccco2)cc1	0.0	-1	-0.5	6
CCN(C(=O)c1ccc([N+](=O)[O-])cc1)c1ccccc1	-0.1	-12	-0.2	1
Cc1cc2oc3c(c(=O)c2cc1C)C(c1cccnc1)N(CCCN1CCOCC1)C3=O (stereo not given)	0.3	1	0.4	-2
CCCCOc1ccc(S(=O)(=O)Nc2ccc([N+](=O)[O-])cc2)cc1	-0.1	-1	1.7	-6
COCCc1ncc(CN2CCCC(C(=O)Nc3cccc(-c4cccc(C)c4)c3)C2)cn1 (stereo not given)	-0.1	3	-0.3	6
CCn1c(=O)c2c(nc3n(Cc4ccccc4)c(C)c(C)n23)n(C)c1=O	-0.1	-3	-0.3	-12
COc1cccc(N2C(=O)CC(N3CCOCC3)C2=O)c1 (stereo not given)	0.5	-2	0.8	13
O=C1CC(Nc2ccccc2)C(=O)N1c1ccc(N2CCOCC2)cc1 (stereo not given)	0.2	-3	-0.4	-3
CCN(CC)c1nc(Nc2ccccc2)nc(Nc2ccccc2)n1	0.6	-5	6.6*	8
O=C(CN1C(=O)c2ccccc2C1=O)Nc1ccc(-c2ccc(NC(=O)CN3C(=O)c4ccccc4C3=O)cc2)cc1	0.2	8	0.7	-19
C=CCN1C(=O)/C(=C\c2cccc(OC)c2)C(=O)NC1=S	0.1	-1	1.1	14
C=C(C)[C@@H]1CC=C(CN[C@@H]2C[C@@H](C(=O)NCCOC)N(Cc3ccc(Cl)cc3)C2)CC1	0.2	3	-0.5	5
COc1ccc(Cn2ccn(CC(=O)Nc3cc(OC)cc(OC)c3)c(=O)c2=O)cc1	-0.2	-1	-0.6	6
CCOc1ccc(NC(=O)c2c(C)nn(-c3ccccc3)c2Cl)cc1	0.1	1	-1.6	6
Cc1ccsc1/C=C(\C#N)c1nc(-c2ccc([N+](=O)[O-])cc2)cs1	-0.2	-8	-0.1	-4
CCOC(=O)c1cccc(NC(=O)Cn2c(C)cc(=O)c3cccc(C)c32)c1	-0.1	-1	-1.0	3
Cc1ccc(N2C(=O)C(N3C(=O)c4ccccc4C3=O)C2c2ccc3c(c2)OCO3)cc1 (stereo not given)	0.0	10	-0.2	16
CC1(C(=O)N2CCC3(CC2)CC3C(=O)N2CCN(c3ccccn3)CC2)CCCCC1 (stereo not given)	0.1	-3	-1.2	37
CCCC(c1nnnn1CCOC)N1CCN(c2ccccc2F)CC1 (stereo not given)	-0.1	-2	-0.6	3
Cc1ccc(-c2ccc(/C=C(\C#N)C(=O)NC(C)(C)C)o2)cc1	0.2	7	0.9	13

# Screening results deposited in PubChem BioAssay by The Scripps Research Institute Molecular Screening Center.
